SDO1 yeast rescue: restores growth of sdo1-depleted yeast; S. cerevisiae sdo1-depleted JHY4D growth rescue, OD600 30 h; hits give high values; pdr5 snq2 efflux-pump mutant strain; z-score at 10 µM; hit rate 0.21% among 140,000; AID 817;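 active = z-score above 3 at both the 24 hr and the 30 hr optical density reads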;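 also: z-score against mean and SD of all compound wells on the same plate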
Insulin prom inh: TRM-6 insulin promoter activity inhibition; TRM-6 cells (human fetal islet line), insulin promoter-eGFP reporter, imaging; reporter expression induced with tamoxifen; inhibition, % at 2 µM; hit rate 0.9% among 130,000;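 active = inhibition above the mean plus 3 SD, with well images judged a real hit on visual review, cut at about 60% in these data, passing the limit was not always enough; inconclusive = inhibition over the cutoff but images rejected on review; inactive = inhibition not above the cutoff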
SDO1 yeast rescue Rescue 24 h: second read-out of SDO1 yeast rescue, no call of its own (marks repeat the call); z-score; S. cerevisiae sdo1-depleted JHY4D growth rescue, OD600; measured here: growth rescue at 24 h;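 0 is the plate mean of compound wells and units are plate SD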
Numbers without * were called inactive; ? = inconclusive; / = no result given. An excerpt, so the mix of outcomes need not match the whole.

SMILES	SDO1 yeast rescue	SDO1 yeast rescue Rescue 24 h	Insulin prom inh
COC(=O)CCc1c(C)[nH]c(C(=O)OCc2ccccc2)c1C	0.09	-0.15	?
COc1ccc(/C=N/NC(=O)CSc2nnc(CCCc3ccc(OC)c(C)c3)o2)cc1	-0.43	0.24	34
COc1ccc(-c2nc(=S)n3ccsc3n2)cc1OC	/	/	-6
OC(COc1c(F)cc(Br)cc1F)CN1CCN(c2ccc(F)cc2)CC1 (stereo not given)	-2.4	-0.95	10
COc1ccc(NC(=O)C2CCCN(S(=O)(=O)c3ccc4c(c3)oc(=O)n4C)C2)cc1OC (stereo not given)	-0.46	-0.79	/
CCOc1ccc(CCNC(=O)C(CCC(N)=O)NC(=O)OCc2ccccc2)cc1OCC (stereo not given)	/	/	-229
Cc1nn(C)c(Oc2ccc(Cl)cc2)c1C(=O)O	0.91	0.17	21
CCN1C(=O)CC(C(=O)Nc2ccc(F)cc2)SC1=Nc1ccc2c(c1)OCO2 (stereo not given)	-1.4	-0.76	-60
CN(C)/C=C1/C=C(c2ccccc2)OC1=O	0.56	0.02	11
COC(=O)Nc1ccc(S(=O)(=O)N2CCC(C(=O)N(C)C3CCCCC3)CC2)cc1	/	/	8
COc1ccc(C(=O)CSc2nnc(COc3ccccc3)n2Cc2ccco2)cc1	-1.4	-0.91	31
O=C(c1ccc(Cl)cc1[N+](=O)[O-])N(Cc1ccccc1)Cc1ccccc1	-0.59	0.37	-38
CC(C)Cn1c(-c2csc3ccccc23)n[nH]c1=S	-1.4	-1.4	-20
Nc1nnc(SCC(=O)OCC(=O)Nc2ccc(Br)cc2F)s1	/	/	36
CCOc1cc(/C=N/NC(=O)C(C)Sc2ccccn2)ccc1O (stereo not given)	0.54	0.11	/
Clc1ccc2c(c1)CCc1cccnc1C2=C1CCNCC1	-1.7	-0.73	-8
CC(C)NC(=O)NC(=O)CSc1nncn1C	0.44	0.49	-17
CCCCC(=O)Nc1ccc(NC(=S)NC(=O)CC(C)C)cc1OC	-0.99	-0.31	25
O=[N+]([O-])c1nn(-c2ccc3c(c2)OCCO3)n(O)c1=NCc1ccc(F)cc1	-0.56	-0.08	7
Cc1cc(NC(=O)c2ccc(Br)c([N+](=O)[O-])c2)no1	/	/	-100
Cn1c(=O)cc(SCC(=O)Nc2cccnc2)c2ccccc21	1.1	1.1	/
N#Cc1ccccc1NC(=O)c1ccc(-c2ccccc2Cl)o1	-1.1	0.35	20
Cc1ccc(N=C(N(C)C)P(=O)(N(C)C)N(C)C)c(C)c1	/	/	-55
Cn1cnnc1SC(C(=O)Nc1ccc(F)cc1)c1ccccc1 (stereo not given)	0.66	0.73	26
Cc1ccc(Sc2sc(=O)n(C)c2S(=O)(=O)c2ccc(C)cc2)cc1	/	/	14

Sorted by length of the SMILES (falling): four of the compounds above
SMILES	SDO1 yeast rescue	SDO1 yeast rescue Rescue 24 h	Insulin prom inh
COC(=O)Nc1ccc(S(=O)(=O)N2CCC(C(=O)N(C)C3CCCCC3)CC2)cc1	/	/	8
Cc1ccc(Sc2sc(=O)n(C)c2S(=O)(=O)c2ccc(C)cc2)cc1	/	/	14
CCCCC(=O)Nc1ccc(NC(=S)NC(=O)CC(C)C)cc1OC	-0.99	-0.31	25
Nc1nnc(SCC(=O)OCC(=O)Nc2ccc(Br)cc2F)s1	/	/	36

Full records from above:
Entry for O=[N+]([O-])c1nn(-c2ccc3c(c2)OCCO3)n(O)c1=NCc1ccc(F)cc1 = SDO1 yeast rescue = -0.56; SDO1 yeast rescue Rescue 24 h = -0.08; Insulin prom inh = 7
Entry for COc1ccc(-c2nc(=S)n3ccsc3n2)cc1OC = SDO1 yeast rescue = /; SDO1 yeast rescue Rescue 24 h = /; Insulin prom inh = -6

Next section:
SMILES	SDO1 yeast rescue	SDO1 yeast rescue Rescue 24 h	Insulin prom inh
COc1ccc(NC(=O)N2CCCCC2c2cccnc2)cc1 (stereo not given)	-1.1	-1.6	47
Cc1occc(=O)c1O	0.92	0.04	38
O=C(O)c1ccc(CSc2nc3ccc(NC(=O)c4ccccc4C(=O)O)cc3s2)cc1	/	/	-12
Cn1cc(/C=C(\C#N)C(=O)Nc2ncc(Cc3ccc(Cl)cc3)s2)c2ccccc21	-1.3	-1	10
CCn1c(O)c(/C=N/N=C/c2ccccc2)c2ccc(C3=NNC(=O)CC3)cc21	-1.8	-1.4	?
Cc1cc(CNC(=O)COc2ccccc2)c2ccccc2n1	/	/	33
COC(=O)CSc1nnc(CNC(=O)c2ccccc2OC)n1C	0.68	0.75	/
Cn1c(=O)[nH]c(=O)c2c1nc(NC1CCCCC1)n2CC(=O)NC1CCCCC1	0.31	1.2	-16
O=C(CCCN1C(=O)c2ccccc2C1=O)NCCCN1CCOCC1	0.88	0.8	-27
C=CCN(CC=C)S(=O)(=O)c1ccc2nc(NC(=O)C(C)C)sc2c1	-1.5	-0.89	29
COc1ccc(C(C)=O)cc1CSCCC(=O)O	0.65	-0.14	/
CCCCNC1C(CC)C(CCC)C(C#N)(C#N)C1(C#N)C#N (stereo not given)	-1.3	-1.5	/
CC(OC(=O)Cn1c(C(F)(F)F)nc2ccccc21)C(=O)N1CCCc2ccccc21 (stereo not given)	1.4	0.65	-25
COCCCNCCCCOc1ccc(Br)cc1C	-0.64	0.48	-54
CCN(CC)S(=O)(=O)c1ccc(C(=O)N(c2ccccc2)C2C=CS(=O)(=O)C2)cc1 (stereo not given)	/	/	39
CCOC(=O)Cc1csc(NC(=O)CSc2nnc(C3CC3)n2C)n1	-0.2	-0.9	6
Cc1ccnc(NC(=O)c2cccc(NC(=O)COc3ccccc3)c2)c1	0.11	-0.16	/
CCOC(=O)c1c(NC(=S)Nc2ccc(Cl)cc2)sc2c1CCN(C)C2	1.1	0.48	-163
C[C@]12CC[C@@H]3c4ccc(O)cc4CC[C@H]3[C@@H]1C[C@@H](O)[C@@H]2O[C@@H]1O[C@H](C(=O)O)[C@@H](O)[C@H](O)[C@H]1O	0.11	-0.2	32
COc1cc(/C=N/NC(=S)Nc2cccc(C(=O)O)c2)cc(OC)c1OC	0.65	-0.29	-41
Cn1c(C(C#N)C(=O)c2sc3ccccc3c2Cl)nc2ccccc21 (stereo not given)	-1.5	-0.34	11
Cc1ccc(S(=O)(=O)Oc2ccc(/C=C(/NC(=O)c3ccccc3)C(=O)NCCC(=O)O)cc2)cc1	/	/	-44
Nc1cc(N2CCCCC2)c([N+](=O)[O-])cc1Cl	-0.11	-0.26	?
COc1ccccc1-n1c(-c2ccc(NS(C)(=O)=O)cc2)n[nH]c1=S	0.06	0.26	-26
O=C(NCc1ccco1)c1cccc(F)c1	0.75	-0.34	44
Cc1ccc(-c2nc(N3CCOCC3)sc2C(=O)N2CCCCC2)cc1	-0.83	-1.2	/
O=C(NC(=S)Nc1ccc(N2CCOCC2)c(Cl)c1)c1sc2ccccc2c1Cl	0.08	0.98	/
CC(C)c1onc(C(=O)N2CCN(C(c3ccccc3)c3ccccc3)CC2)c1[N+](=O)[O-]	-0.69	-1.2	-400
CC(NS(=O)(=O)c1ccccc1)C1COc2ccccc2O1 (stereo not given)	0.07	-0.14	38
CC1=NC(=O)C(N=Nc2ccccc2)N1c1ccccc1 (stereo not given)	-0.71	0.4	33
Cc1nc(Cl)c(C(=O)Nc2cccc(F)c2)c(C)c1Cl	/	/	13
COc1ccc2ccccc2c1C1CC(=O)N2CN(C3CCCCC3)CSC2=C1C#N (stereo not given)	0.06	-0.5	/
COc1ccc(C2=NN(C(=O)CCC(=O)O)C(c3cccs3)C2)cc1 (stereo not given)	/	/	0
CNC(=S)Nc1cc(Cl)ccc1Oc1ccccc1	-0.31	-1.1	27
N#Cc1ncc(C(F)(F)F)cc1Oc1cccnc1	/	/	55
CC(=O)OC[C@H]1O[C@H](C/C=N/O[C@@H](C)c2cn([C@H](CO)Cc3ccccc3)nn2)C=C[C@@H]1OC(C)=O	0.02	-0.87	-5
CN(C)CCCNC(=S)Nc1ccc(Oc2ccccc2)cc1	/	/	-24
CS(=O)(=O)N(Cc1ccccc1)c1ccc(C(=O)NCCSCc2ccco2)cc1	-0.28	-0.29	-6
Cc1c(N/C=C/C(=O)c2ccc(Cl)cc2)c(=O)n(-c2ccccc2)n1C	0.32	0.43	47
CCN1CCN(Cc2ccc(OCc3ccccc3)c(OC)c2)CC1	0.25	-0.5	43
CCOC(=O)N1CCN(C(c2cccc(OC)c2)c2sc3nc(C)nn3c2O)CC1 (stereo not given)	0.78	0.34	/
Cc1noc(C)c1CN1C(=O)NC(Cc2ccccc2)(Cc2ccccc2)C1=O	-1.5	-1.6	/
COC(=O)C(OC(=O)c1ccc(OC)cc1)C(=O)OC	0.16	-0.48	31
CCOc1ccc(CN(Cc2ccco2)S(=O)(=O)c2ccc(-n3cnnn3)c(OC)c2)cc1	-1.7	-0.89	-9
O=C(/C=C/c1ccco1)NC(=S)Nc1ccccc1N1CCOCC1	-0.94	-0.31	-26
COc1ccc(NS(=O)(=O)c2cc(NC(=O)CCSc3ccccc3)ccc2OC)cc1	-0.24	-0.17	-50
CCN(CC)S(=O)(=O)c1ccc(C)c(NC(=S)Nc2cccc(S(=O)(=O)N3CCCCCC3)c2)c1	0.21	-0.14	-68
COc1cccc(C(=O)CSc2nnnn2C)c1	-0.35	-0.48	0
C/C(=N\NC(=O)c1nc2ccccn2c1C)c1ccc2c(c1)OCO2	1.4	1.4	16
COc1cnc(-c2ccccc2)nc1Oc1cccc(C)c1	-0.6	-0.43	/

Next section
SMILES	SDO1 yeast rescue	SDO1 yeast rescue Rescue 24 h	Insulin prom inh
CCc1c(C(=O)NC2CCCCC2)[nH]c(C)c1C(C)=O	-0.46	0.49	/
CN(C)/C=N/c1c(C(=O)NCc2ccccc2)nnn1Cc1ccccc1	0.06	-0.03	/
O=C(Nc1ccc2oc(Cc3ccc(Cl)cc3)nc2c1)c1cccnc1	-1.1	-0.9	52
CCN(CC)C(=O)c1sc2nc(-c3ccccc3)ccc2c1N	/	/	64
COC(=O)c1cccc(COC(=O)CNC(=O)c2ccco2)c1	-0.42	0.37	/
CCCC/C(=N\NC(=O)c1ccc(Br)o1)c1ccccc1	-0.86	-0.14	-64
C/C=C/c1ccc(OCCOc2cccc3cccnc23)c(OC)c1	-1.3	-0.17	3
CCCCN(C)S(=O)(=O)c1ccc(C(=O)Nc2nnc(CSC)o2)cc1	1.3	2.3	9
CC1CC(C)CN(S(=O)(=O)c2ccccc2[N+](=O)[O-])C1 (stereo not given)	-1	-0.88	16
CCOC(=O)CNC(=O)CSc1nc(-c2ccc(OC)cc2)ns1	/	/	8
CCC(c1nnnn1C1CCCC1)N1CCC(C(N)=O)CC1 (stereo not given)	/	/	33
NC(=O)c1ccccc1NC(=O)c1ccccc1F	0.32	0.19	/
Cc1cccc2nc(CSc3nc4ccccc4o3)cn12	-0.23	-0.21	-29
C/C(=N\NC(=O)c1cccc(Br)c1)c1cccc(NC(=O)c2ccc(C)o2)c1	-0.6	-1	/
CC1(C)Cc2c(oc3ncn4ncnc4c23)CO1	0.9	0.57	0
O=C(Nc1ccccc1)C1=C(O)CC(c2ccc(Cl)cc2)N2CCN=C12 (stereo not given)	-2	-1.4	28
COc1ccc(CNc2cc(C)ccc2C)c(OC)c1OC	1.1	1.7	-41
CCC(C)NC(=O)C1(C)CCC(=O)N1Cc1ccccc1OC (stereo not given)	1.4	1.3	-170
COc1cc(/C=N/NC(N)=O)c(Br)cc1OCC(=O)Nc1ccccc1C	1	1.9	0
O=C(NCc1ccc2c(c1)OCO2)C(C(=O)c1ccccc1)n1cc(Cl)ccc1=O (stereo not given)	0.31	0.44	17
Cc1ccc(C(=O)N/N=C/c2ccc(S(=O)(=O)O)o2)c(Cl)c1	1	0.63	-18
CCOC(=O)C(C)n1cnc2sc3c(c2c1=O)CCC3 (stereo not given)	0.91	1	8
Cc1ccc(S(=O)(=O)N2CC(O)CC2C(=O)OCc2nc3sc(C)c(C)c3c(=O)[nH]2)cc1 (stereo not given)	0.08	-0.43	28
COC(=O)C1=C(C)NC(=S)NC1c1ccc(-c2cccc(Cl)c2)o1 (stereo not given)	-0.69	-0.25	0
CC1CC(=O)C2=C(C1)OC(N)=C(C#N)C2c1coc2ccccc2c1=O (stereo not given)	-0.84	-1.3	-32
Cc1cc(Cl)ccc1OCc1n[nH]c(=S)n1C1CCCCC1	-3.2	-2.2	5
COCCNc1nnc(SCC(=O)c2ccc3c(c2)OCO3)s1	0.47	0.16	/
Cc1ccc(NC(=O)Cn2nnc(C(=O)NCc3ccccc3)c2N)cc1C	-1.1	0.16	-11
O=C(/C=C/c1cccs1)c1ccc(NC(=O)c2cccc(Br)c2)cc1	-1.1	-0.89	12
COc1cc(/C=N/NC(=O)CCn2c3ccccc3c3ccccc32)ccc1O	-0.53	-0.49	9
O=C1N=C(N2CCOCC2)S/C1=C\C=C/c1ccccc1	-0.34	-0.29	10
N#Cc1cn(CC(=O)NCc2cccnc2)c2ccccc12	0.55	1.2	42
C/C=C/C(=O)OCC(=O)NC(=O)NC(C)C	1.7	1.9	45
O=C(Nc1nc2ccccc2s1)c1ccc(OCC2CCCO2)cc1 (stereo not given)	-1	-1.8	24

Source: PubChem
